Screens deposited in PubChem BioAssay by The Scripps Research Institute Molecular Screening Center.
LYPLA2 inh: blocks human lysophospholipase 2, a PME1 counter-screen | AID 2177 | hit rate 0.38% among 320,000 | O95372 | recombinant LYPLA2, FP-Rh probe fluorescence polarization | inhibition, % at 5.9 µM;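 active means inhibition above the screen-wide mean plus 3 SD, limit set per campaign, cut at about 26% in these data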;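 further: 0% = LYPLA2 with DMSO and 100% = wells lacking LYPLA2 enzyme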
Target sequence (O95372 whole entry, looked up): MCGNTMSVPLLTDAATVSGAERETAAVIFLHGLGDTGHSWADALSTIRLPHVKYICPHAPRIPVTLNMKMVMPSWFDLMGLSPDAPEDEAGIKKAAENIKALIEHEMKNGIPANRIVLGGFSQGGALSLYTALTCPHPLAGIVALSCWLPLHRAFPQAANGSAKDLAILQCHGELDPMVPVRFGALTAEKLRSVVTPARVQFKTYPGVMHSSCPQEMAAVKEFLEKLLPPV
PAFAH1B3 inh: PAFAH1B3 (human) inhibition; recombinant PAFAH1B3, FP-rhodamine probe, fluorescence polarization; Q15102; hit rate 0.28% among 340,000; inhibition, % at 3.39 µM;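 active means inhibition above the screen-wide average of all tested compounds plus 3 SD, cut at about 25% in these data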;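 further: 0% = enzyme with DMSO only and 100% = wells lacking PAFAH1B3 protein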
PAFAH2 FP inh: inhibitors of human PAFAH2 | Q99487 | recombinant PAFAH2, FP-rhodamine activity probe, fluorescence polarization | inhibition, % at 3.39 µM | hit rate 0.99% among 340,000;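 active means inhibition above the mean over all tested compounds plus 3 SD, cut at about 30% in these data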;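 further: inhibitors block probe labeling of enzyme so polarization drops; 0% = enzyme with DMSO and 100% = wells lacking PAFAH2 protein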
PAFAH1B2 inh: inhibitors of human PAFAH1B2 | recombinant PAFAH1B2, FP-rhodamine activity probe, fluorescence polarization | hit rate 1.2% among 340,000 | inhibition, % at 3.39 µM;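 active means inhibition above the mean of all tested compounds plus 3 SD, cut at about 24% in these data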;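 further: 0% = enzyme with DMSO and 100% = wells lacking PAFAH1B2; many of its hits are not listed in these tables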
PAD4 inh: PAD4 (human) enzyme inhibition. inhibition, % at 6.36 µM. recombinant PAD4, RCA probe fluorescence polarization. hit rate 0.41% among 330,000;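 active means percent inhibition above a cutoff equal to the mean of all tested compounds plus 3 SD, cut at about 15% in these data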;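 further: 0% = PAD4 with RCA probe and DMSO and 100% = probe without PAD4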
PME-1 primary: blocks human protein phosphatase methylesterase 1 | inhibition, % at 5.9 µM | recombinant PME-1, FP-Rh probe fluorescence polarization | hit rate 0.53% among 320,000 | Q9Y570;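 active means inhibition above the campaign mean of all compounds plus 3 SD, cut at about 26% in these data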;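 further: competitive labeling of PME-1 active site by serine hydrolase directed probe; 0% = PME-1 with DMSO and 100% = wells lacking PME-1 enzyme; inhibitors block probe labeling so polarization falls and inhibition rises; many of its hits are not listed in these tables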
GSTO1 inh: counter-screen for RBBP9 inhibitors: inhibitors of human GSTO1. recombinant GSTO1, activity-based probe fluorescence polarization. inhibition, % at 5.96 µM. hit rate 1.1% among 300,000. AID 1974;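 active means inhibition above the campaign mean inhibition plus 3 SD, cut at about 35% in these data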;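 further: 0% = GSTO1-1 with DMSO and 100% = wells lacking GSTO1-1 enzyme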
Target sequence (P78417 whole entry, looked up): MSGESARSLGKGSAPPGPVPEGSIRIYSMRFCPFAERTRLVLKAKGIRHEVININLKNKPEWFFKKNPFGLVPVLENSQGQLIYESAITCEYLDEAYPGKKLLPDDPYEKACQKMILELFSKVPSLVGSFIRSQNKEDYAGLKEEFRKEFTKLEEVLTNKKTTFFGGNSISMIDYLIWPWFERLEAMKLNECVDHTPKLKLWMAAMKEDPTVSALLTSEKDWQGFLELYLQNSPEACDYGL
pPAFAH inh: pPAFAH (human) enzyme inhibition; inhibition, % at 3.39 µM; hit rate 1.5% among 330,000; recombinant pPAFAH, FP-rhodamine probe fluorescence polarization; AID 463082;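 active means inhibition above the mean inhibition across the screen plus 3 SD, cut at about 25% in these data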;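 further: inhibitors block binding of the rhodamine activity-based probe so polarization drops; 0% = enzyme with DMSO and 100% = wells lacking pPAFAH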
Target sequence (Q13093 whole entry, looked up): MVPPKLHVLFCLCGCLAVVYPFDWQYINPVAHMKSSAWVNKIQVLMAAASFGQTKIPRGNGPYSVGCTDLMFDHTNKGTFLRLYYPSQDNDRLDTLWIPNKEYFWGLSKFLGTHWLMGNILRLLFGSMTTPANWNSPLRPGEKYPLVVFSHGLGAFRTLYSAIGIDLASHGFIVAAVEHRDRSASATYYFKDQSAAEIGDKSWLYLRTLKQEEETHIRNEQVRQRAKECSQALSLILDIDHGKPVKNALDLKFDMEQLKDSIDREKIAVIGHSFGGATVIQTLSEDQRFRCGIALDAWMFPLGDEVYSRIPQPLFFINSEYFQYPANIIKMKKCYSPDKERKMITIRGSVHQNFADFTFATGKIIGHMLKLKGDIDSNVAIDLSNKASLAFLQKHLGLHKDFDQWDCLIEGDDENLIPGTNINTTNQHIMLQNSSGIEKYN
LYPLA1 counter: LYPLA1 (human) inhibition in PME1 counter-screen; recombinant LYPLA1, FP-Rh probe fluorescence polarization; hit rate 0.16% among 320,000; inhibition, % at 5.9 µM;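 active means inhibition above the mean of all tested compounds plus 3 SD, set per campaign, cut at about 14% in these data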;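 further: inhibitors block serine hydrolase probe labeling of LYPLA1 so polarization falls; 0% = enzyme with DMSO and 100% = wells lacking LYPLA1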
The depositor's hits bear a star; / = no result given. This is a subset; count on the stated rates, not on these rows.

canonical_smiles	PAFAH1B2 inh	LYPLA2 inh	LYPLA1 counter	GSTO1 inh	PME-1 primary	PAD4 inh	pPAFAH inh	PAFAH1B3 inh	PAFAH2 FP inh
NS(=O)(=O)c1ccc(CNS(=O)(=O)c2ccc3ccccc3c2)cc1	20	4	1	2	8	0	6	5	-1
CCOC(=O)C1=C(C)N=C(/N=C/N(C)C)SC1c1ccccc1 (stereo not given)	1	2	1	-6	-2	0	9	21	4
Cc1ccc(NC(=O)COC(=O)c2c[nH]c3ccccc23)cc1C	4	-5	0	/	-2	4	19	4	71*
O=C(OCC(=O)N1CCN(c2ccccc2)CC1)c1nc(Cl)ccc1Cl	2	0	-3	-7	-5	-2	-2	6	4
CCOC(=O)CSC1=C(C#N)C(c2ccc(Cl)cc2)C(C(=O)OC)C(=O)N1 (stereo not given)	2	-6	4	-6	1	-6	-6	8	2
COc1cc(/C=C/C(=O)N2CCc3ccccc3C2)cc(OC)c1OC	9	-6	-7	1	-2	4	0	5	4
CC(Oc1ccc(F)cc1)C(O)CCN(C)C (stereo not given)	1	6	8	11	0	-1	0	2	3
CC1CCCCC1NC(=O)CN1CCC(NC(=O)c2ccc([N+](=O)[O-])cc2)CC1 (stereo not given)	6	5	2	-1	6	-4	8	2	-6
Cc1nc(-n2nnc3cc(C)c(C)cc32)c2c3c(sc2n1)CCCC3	-5	3	3	2	-2	0	6	5	-8
O=C1COc2ccc(C(=O)COC(=O)c3ncc(Cl)c(Cl)c3Cl)cc2N1	13	3	1	11	-2	4	24	3	2

The list goes on; it opens with the 2 that closed the last part.
canonical_smiles	PAFAH1B2 inh	LYPLA2 inh	LYPLA1 counter	GSTO1 inh	PME-1 primary	PAD4 inh	pPAFAH inh	PAFAH1B3 inh	PAFAH2 FP inh
Cc1nc(-n2nnc3cc(C)c(C)cc32)c2c3c(sc2n1)CCCC3	-5	3	3	2	-2	0	6	5	-8
O=C1COc2ccc(C(=O)COC(=O)c3ncc(Cl)c(Cl)c3Cl)cc2N1	13	3	1	11	-2	4	24	3	2
CCOC(=O)C1=CN2CCCC[C@@H]2CC1=O	1	/	/	/	/	4	2	7	-2
COC(=O)C1CCN(C(=O)CSc2nc3ccc(OC)cc3[nH]2)CC1	2	12	5	7	2	-1	-1	2	7
COC(=O)c1ccc(Cn2nnc3c(=O)[nH]c(C4CCCN(S(=O)(=O)c5ccccc5)C4)nc32)cc1 (stereo not given)	6	7	-1	11	7	0	3	7	4
CCn1cc(C(=O)NCCC(=O)NCCO)c(=O)c2cc3c(cc21)OCO3	1	-1	-3	1	-5	-3	5	4	-1
Cc1ccc(OCC(=O)NC2CCS(=O)(=O)C2)cc1 (stereo not given)	-2	2	-3	2	-8	-9	1	25	2
COc1ccccc1N1CCN(c2ccc(S(=O)(=O)N3CCN(C)CC3)cn2)CC1	6	/	/	/	/	3	2	9	9
COc1ccc(S(=O)(=O)N2CCCCC2)cc1-n1cnnn1	4	-1	-1	10	-5	-3	-3	6	7
COc1ccccc1N1CCN(S(=O)(=O)c2c(C)[nH]c(=O)[nH]c2=O)CC1	1	0	-3	4	-4	-4	3	6	0
O=Cc1cn(-c2ccc(F)cc2)c2ccccc12	1	-2	1	3	2	-1	7	-1	5
C[n+]1cn(Cc2cc(Cl)ccc2OC(F)F)c2ccccc21	6	-5	0	1	-10	3	3	-6	2
CN1CCN(C=NC2=NN(c3cccc(C(F)(F)F)c3)CC2)CC1	5	-2	2	3	-1	4	3	-5	2
CC1CC(C)CN(C(=O)COC(=O)c2ccc[nH]c2=O)C1 (stereo not given)	9	6	1	4	-1	-2	5	6	-4
CN(C(=O)COC(=O)c1cc(S(=O)(=O)N2CCCCC2)ccc1N1CCOCC1)C1CCS(=O)(=O)C1 (stereo not given)	1	-1	0	7	-3	0	5	7	1
COc1ccc(C2C(C#N)=C(N)N(c3ccccc3)C3=C2C(=O)CCC3)cc1Cn1cc([N+](=O)[O-])cn1 (stereo not given)	4	-5	-6	-2	18	-4	17	4	0
COc1ccc(NS(=O)(=O)c2cccs2)cc1S(=O)(=O)N1CCOCC1	11	5	1	7	2	1	1	6	1
COc1ccc(S(=O)(=O)N2CCc3cc(OC)c(OC)cc3C2)cc1	15	1	-1	6	-7	1	-2	8	-3
C#CCSc1nc(N)c2c(n1)OC(N)=C(C#N)C2c1cccnc1 (stereo not given)	2	2	1	5	-2	-4	-1	3	9
O=C(Cc1c[nH]c2ccccc12)OCC(=O)c1ccccc1	3	-2	-1	-1	2	0	8	-9	6
COc1ccc(C2Nc3ccccc3C(=O)N2Cc2ccco2)cc1COc1ccc(NC(C)=O)cc1 (stereo not given)	-6	-8	-6	-3	0	3	5	-1	-4
CC1=C(C(N)=O)C(c2ccccc2)n2nc(-c3ccncc3)nc2N1 (stereo not given)	0	0	0	0	1	-6	2	0	-2
O=C(C1CN(S(=O)(=O)c2ccccc2)CCN1S(=O)(=O)c1ccccc1)N1CCCCCC1 (stereo not given)	6	1	0	-1	-8	-2	4	2	6
Cc1ccc(CC23CN4CCN(CC(C4)C2O)C3)c(C)c1 (stereo not given)	-1	9	-1	10	-8	3	2	5	-4
Cc1cccc(NC(=O)Nc2cccc(C)n2)n1	-1	2	-5	2	-7	6	3	-3	4
COC(=O)c1sccc1NC(=O)NC1CCCCC1	3	7	3	10	-1	-4	-2	10	-4
COCCCNC(=S)N1CCN(c2nc(C)nc3sc4c(c23)CCCC4)CC1	3	1	1	-1	4	-5	8	3	-1
CC(=O)c1ccc(NC(=O)COC(=O)c2nc(Cl)ccc2Cl)cc1	1	9	0	-3	-5	2	8	4	-1
Cc1ccc(N2C(=O)[C@@H]3[C@H](C2=O)C2CCCN2[C@@H]3C(=O)c2ccccc2)cc1 (stereo not given in full)	0	4	-2	3	4	-4	8	4	6
O=C(CCS(=O)(=O)c1ccccc1)N1CCOCC1	1	-2	0	4	-3	-6	1	2	0
Cc1cccc(OCC(=O)NCC(=O)N/N=C/c2ccccc2)c1	3	6	0	1	-4	2	1	12	9
O=C(Nc1nc2c(s1)CCCC2)c1cccnc1	3	0	-1	4	3	-2	4	-1	12
Cn1c(=O)oc2cc(S(=O)(=O)Nc3ccc(Cl)cc3F)ccc21	-3	-3	1	12	2	-3	4	4	6
C=COCCNC(=S)Nc1ccccc1	-4	1	-1	1	-1	-8	6	8	-6
Cc1ccc(S(=O)(=O)N2CCOCC2)cc1C(=O)N(C)CCOc1ccc(Cl)cc1	7	3	0	-1	3	1	0	1	-3
Cc1nnc(SCC(=O)N2c3ccccc3CC2C)[nH]c1=O (stereo not given)	19	-7	0	0	-6	-3	3	7	6
CC(=O)Nc1cccc(OCCCNC(=O)c2ccc(C(C)(C)C)cc2)c1	/	-5	-2	1	-3	4	2	/	/
CC(=O)c1cc2c(cc1NC(=O)Cn1nc(-c3ccc(F)cc3)ccc1=O)OCO2	1	3	3	-13	6	-1	-4	-5	10
Cc1c(NC(=O)c2ccccc2NS(=O)(=O)c2ccc(F)cc2)c(=O)n(-c2ccccc2)n1C	1	2	2	-33	0	-2	-2	-3	-1
Cc1ccc(/C=C(\NC(=O)c2ccc(C)cc2)c2nc(=S)[nH][nH]2)cc1	4	-13	-8	2	-3	0	1	6	5
O=C(c1cc(COc2ccc(F)cc2F)on1)N1C[C@H]2CC[C@H]1C2	-4	27*	2	2	1	-3	5	1	-2
NC(=S)N=Nc1ccc(NN=C(N)N)cc1	0	-2	1	6	-4	2	7	9	12
NC(=S)NC(=O)/C=C/c1ccccc1	3	-1	-2	6	-9	3	3	8	3
CCOC(=O)C(=O)Nc1ccccc1C(=O)NCc1ccccc1	0	-1	-5	1	4	0	3	1	-9
COc1ccc(Cc2nc3ccc(C(=O)NCCc4ccncc4)cc3o2)cc1OC	4	2	1	0	-2	-1	2	6	-4
COc1ccc(/C=C(/NC(=O)c2ccco2)C(=O)Nc2ccc(C(C)=O)cc2)cc1	3	-18	-9	6	-1	-3	-2	2	4

In the list so far, eight have fluorine:
canonical_smiles	PAFAH1B2 inh	LYPLA2 inh	LYPLA1 counter	GSTO1 inh	PME-1 primary	PAD4 inh	pPAFAH inh	PAFAH1B3 inh	PAFAH2 FP inh
CC(Oc1ccc(F)cc1)C(O)CCN(C)C (stereo not given)	1	6	8	11	0	-1	0	2	3
O=Cc1cn(-c2ccc(F)cc2)c2ccccc12	1	-2	1	3	2	-1	7	-1	5
C[n+]1cn(Cc2cc(Cl)ccc2OC(F)F)c2ccccc21	6	-5	0	1	-10	3	3	-6	2
CN1CCN(C=NC2=NN(c3cccc(C(F)(F)F)c3)CC2)CC1	5	-2	2	3	-1	4	3	-5	2
Cn1c(=O)oc2cc(S(=O)(=O)Nc3ccc(Cl)cc3F)ccc21	-3	-3	1	12	2	-3	4	4	6
CC(=O)c1cc2c(cc1NC(=O)Cn1nc(-c3ccc(F)cc3)ccc1=O)OCO2	1	3	3	-13	6	-1	-4	-5	10
Cc1c(NC(=O)c2ccccc2NS(=O)(=O)c2ccc(F)cc2)c(=O)n(-c2ccccc2)n1C	1	2	2	-33	0	-2	-2	-3	-1
O=C(c1cc(COc2ccc(F)cc2F)on1)N1C[C@H]2CC[C@H]1C2	-4	27*	2	2	1	-3	5	1	-2
